Pf Dd2 inh: Plasmodium falciparum Dd2 growth inhibition. P. falciparum Dd2 growth, SYBR Green, 72 h. Potency, µM (doses to about 28.9 µM), for inactives: at the top dose activity, negative = inhibition, hits mostly inhibitors. actives 4.3% (n = 120,000); active = well fitted inhibition curve with a large enough effect; inconclusive = small, poorly fitted or top-dose-only effect; inactive = no such curve, though single readings can be large or run the other way;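 note: plate controls were DMSO vehicle for no effect and reference drug for full effect; nearly all actives have a fitted effect of over 65% in size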
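Readout: SYBR Green fluorescence, 485 nm excitation, 535 nm emission, after ~16 h lysis at 37C. Before that, Dd2-infected red cells (2.5% hematocrit) grew 72 h with compound, 29 uM top final concentration.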
* marks the source's active call; other numbers are inactive results; i = inactive; ? = inconclusive; [ ] = dose if it differs, or a comment. Potency is the fitted concentration of half-maximal effect.

SMILES	Pf Dd2 inh
COc1ccc(OC)c(NC(=O)Cn2c(-c3ccc(F)cc3)nc(C)cc2=O)c1	i
Cc1nnc2n1CCC(NC(=O)CCCc1c[nH]c3ccccc13)CC2 (stereo not drawn)	-3%
Cc1cccnc1CC(C)NC(=O)c1cc(Cn2cnc3ccccc32)[nH]n1 (stereo not drawn)	-22%
CCOC(=O)c1ccc(N2C(=O)c3[nH]nc(-c4ccc(C)cc4)c3C2c2cccc(F)c2)cc1 (stereo not drawn)	5µM*
COCc1nc(C2CCCN(C(=O)C3CCCC3)C2)no1 (stereo not drawn)	-7%
CCOc1ccc(-c2oc3cc(Cl)ccc3c(=O)c2O)cc1OC	?
CCc1cccc(C)c1NC(=O)Cn1cccc1-c1nc(-c2ccc(OC)c(F)c2)no1	?
O=C(c1nc(-c2ccc(Cl)cc2Cl)c2ccccn12)N1CCN(c2ncccn2)CC1	-12%
COc1ccc(-c2ccc3nc(-c4cccc(F)c4)oc3c2)c(OC)c1OC	i
COc1cccc(CNC(=O)C(NS(=O)(=O)c2cccs2)C(C)C)c1 (stereo not drawn)	17%
Cc1cnc(C2CCOCC2)n1CCNC(=O)C1(c2ccccc2)CCCC1	?
COCc1cc(CNc2nccc(-c3ccccn3)n2)[nH]n1	12%
Cc1csc(NC(=O)[C@@H]2C[C@H](c3ccc(F)cc3)N(Cc3ccccc3Cl)C2)n1	?
CCC(=O)N1CCc2cc(Br)cc(S(=O)(=O)CCC(=O)NCCc3ccc(C)cc3)c21	-13%
CN(C(=O)c1cccn1C)C1CCc2nn(C)c(=O)n2CC1 (stereo not drawn)	15%
CC1(c2ccccc2)N(Cc2ccccc2C#N)C(=O)OC12CCN(C(=O)c1ccc(F)cc1)CC2 (stereo not drawn)	i
CCOc1ccc(NCc2cccn2-c2nnc(N3CCC(C(=O)NCc4ccc(C)cc4)CC3)s2)cc1	?
Cc1c(C(=O)Nc2ccc(C(=O)O)cc2)nnn1-c1ccccc1	-4%
CC(c1cccs1)N(C)C(=O)Cc1ccc(F)cc1 (stereo not drawn)	?
Cc1ccccc1C(=O)N1CCC(CCC(=O)N2CCN(c3ccccn3)CC2)CC1	?

In the list so far, these contain a halogen.
SMILES	Pf Dd2 inh
COc1ccc(OC)c(NC(=O)Cn2c(-c3ccc(F)cc3)nc(C)cc2=O)c1	i
CCOC(=O)c1ccc(N2C(=O)c3[nH]nc(-c4ccc(C)cc4)c3C2c2cccc(F)c2)cc1 (stereo not drawn)	5µM*
CCOc1ccc(-c2oc3cc(Cl)ccc3c(=O)c2O)cc1OC	?
CCc1cccc(C)c1NC(=O)Cn1cccc1-c1nc(-c2ccc(OC)c(F)c2)no1	?
O=C(c1nc(-c2ccc(Cl)cc2Cl)c2ccccn12)N1CCN(c2ncccn2)CC1	-12%
COc1ccc(-c2ccc3nc(-c4cccc(F)c4)oc3c2)c(OC)c1OC	i
Cc1csc(NC(=O)[C@@H]2C[C@H](c3ccc(F)cc3)N(Cc3ccccc3Cl)C2)n1	?
CCC(=O)N1CCc2cc(Br)cc(S(=O)(=O)CCC(=O)NCCc3ccc(C)cc3)c21	-13%
CC1(c2ccccc2)N(Cc2ccccc2C#N)C(=O)OC12CCN(C(=O)c1ccc(F)cc1)CC2 (stereo not drawn)	i
CC(c1cccs1)N(C)C(=O)Cc1ccc(F)cc1 (stereo not drawn)	?

Continuation:
SMILES	Pf Dd2 inh
O=C(NCc1ccccc1F)C1CCN(c2nn3cc(-c4ccc(F)cc4)nc3s2)CC1	35%[activator]
c1ccc(-n2cnnc2CC2CCN(Cc3ccc(-c4ccn[nH]4)o3)CC2)cc1	1%
Cc1cccc(CNC(=O)Cn2c(-c3cccs3)cc3ccccc32)c1	11µM*
Cc1cccc(C(=O)NCCc2nc3ccccc3n2Cc2ccc(Cl)cc2)c1	?
O=C1N(Cc2ccc(F)cc2)C[C@H]2CN(CC3CC3)CCN12	-1%[44.1 µM]
CCOc1ccc(C(=O)Nc2ccc3nc(N(CC)CC)cc(C)c3c2)cc1	-8%
COc1ccc(NC(=O)Cn2c(SCc3ccc(C)cc3)nc3cccnc32)c(OC)c1	16%
COC(=O)c1ccc(Cn2nnc3sc4c(c3c2=O)CCCC4)cc1	-6%
CCOc1ccc(-c2nc(C3CC(=O)N(Cc4ccccc4OC)C3)no2)cc1 (stereo not drawn)	?
COc1ccc(S(=O)(=O)N(CC(=O)Nc2ccc(C)cc2)c2ccc(C)cc2)cc1OC	35%[activator]
C#CCNC(=O)C[C@@H]1c2nc(NC(=O)c3ccc(C(C)(C)C)cc3)sc2C[C@@H]2[C@](C)(CO)[C@H](O)CC[C@]21C	4µM*
Cc1ccc2c(CN3CCN(C(=O)c4ccc(F)cc4)CC3)cc(=O)oc2c1	i
CC(C(=O)NC1CCN(c2cnn(C)c(=O)c2)CC1)c1ccccc1 (stereo not drawn)	0%
Cc1cccc(NC(=O)CSc2nc3ccc(NC(=O)CCc4ccccc4)cc3s2)c1	11%
CC(=O)Nc1c(C)nn(-c2ccccc2)c1N1CCC(C(=O)NCc2ccc(Cl)cc2)CC1	-25%
c1cnc2c(c1)NC1(CCCNC1)C(=NC1CCCC1)N2 (stereo not drawn)	107%[activator][5.79 µM]
O=C(c1ccncc1)N1CC(Oc2ccccc2-c2nc(-c3cnccn3)no2)C1	?
CCCNC(=O)c1ccc2nc(CCc3ccccc3)oc2c1	4%
Cc1cnc(C(=O)NC2C[C@H]3CC[C@@H](C2)N3S(=O)(=O)c2ccc(C)c(F)c2)cn1 (stereo partly drawn)	i
Cc1c(Cl)cccc1NC(=O)c1cc(S(=O)(=O)N2CCCCC2)cn1C	-17%
CC(C)c1noc(CC2CCN(C(=O)c3cc4ccccc4[nH]3)CC2)n1	i
COCCNC(=O)C[C@@H]1C[C@H]2O[C@H](CNC(=O)NC(C)C)[C@@H](O)[C@H]2O1	-7%[44.1 µM]
O=C(Nc1ccc2n(c1=O)C[C@H]1C[C@@H]2CN(C(=O)c2ccccc2)C1)NC1CCCCC1	?
CN(Cc1ccncc1)Cc1ccccc1C(F)(F)F	-24%[44.1 µM]
CCOc1ccc(CN2CCN(S(=O)(=O)c3ccc(Cl)cc3)CC2)cc1	i
Cc1cc(C(=O)Nc2ccc(Cl)cc2)c2c(C)nn(-c3ccccc3)c2n1	-5%
Cc1sc2ccn(C)c(=O)c2c1C(=O)NCc1ccc(OC(C)C)cc1	?
COc1cccc(Cn2c(=O)n(CCc3ccccc3)c(=O)c3c2c2cc(OC)ccc2n3C)c1	-17%
Cc1cc(C)c2oc(C(=O)Nc3ccc(S(=O)(=O)N4CCCCCC4)cc3)cc(=O)c2c1	1%
O=c1n(-c2ccc(Cl)cc2)nc2n1CCN(Cc1ccc(C(F)(F)F)cc1)C2	-19%
O=C1CC2CCN(CC3CCCC3)CC2CCN1 (stereo not drawn)	-3%[44.1 µM]
COc1ccc(Cl)cc1C(=O)N1CCC2(CC1)N(c1ccccc1)C(=O)CS2(=O)=O	?
CCOc1ccccc1NC(c1nnc(-c2ccccc2)o1)c1ccc(F)cc1Cl (stereo not drawn)	?
Cc1cc(C[C@@H]2COC[C@@H]2NC(=O)Cc2c[nH]c(=O)n(C)c2=O)on1	-11%
CCc1ccc(CNC(=O)c2sc3ncnc(N(C)C4CCCCC4)c3c2C)cc1	13%
COCCNC(=O)[C@@H]1CCC[C@@H](NCc2cccnc2)CN(C)C(=O)C1	1%[44.1 µM]
CNC(=O)C1CCCN(S(=O)(=O)c2ccccc2)CCC(=O)NCC1 (stereo not drawn)	21%
COC(=O)c1c(C)sc(-c2c(-c3ccc4c(c3)OCCO4)[nH]c3[nH]c(=O)[nH]c(=O)c23)c1O	17%
CC(C)CCc1noc(CN2CCCN(C(=O)c3ccco3)CC2)n1	4%
O=C(CN1C(=O)COc2ccc(S(=O)(=O)N3CCCC3)cc21)NCCc1ccc(Cl)cc1	i
Cc1ccc(-c2ccc3nnc(CNC(=O)CNC(=O)c4ccccc4)n3n2)cc1	i
Cc1cn2nc(C(=O)NCc3ccccc3Cl)cc2c(N2CCSCC2)n1	?
Clc1cc(NC2CCOC2)n2nccc2n1 (stereo not drawn)	-21%[44.1 µM]
Cc1nc2nc(NC(=O)c3ccc(C(C)(C)C)cc3)[nH]n2c(=O)c1Cl	-4%
Cc1noc2c(NC(C)C)cc(-c3cccnc3)nc12	i
Cc1nn2c(=O)cc(COC(=O)c3ccc(C(C)(C)C)cc3)nc2s1	18%
O=C(NCc1ccc(N2CCOCC2)cc1)c1cc2c(s1)CN(C1CC1)C2	?
CCOc1ccc(NC(=O)CCc2c(C)nc3c(c(C)nn3-c3ccccc3)c2C)cc1	i
COc1ccc(NC(=O)c2cc3c(=O)n(Cc4cccs4)ccc3nc2C)c(OC)c1	?
Cc1cc(C)c(Cn2c(=O)n(CCCCCC(=O)NCc3ccc4c(c3)OCO4)c(=O)c3sccc32)c(C)c1	14%
CC(NC1CCC2(CCNCC2)CC1)c1nc(-c2ccccn2)no1 (stereo not drawn)	5%
Cc1cnc(C(=O)NCC(=O)N2CCCCCCNC(=O)CC2c2ccccc2)cn1 (stereo not drawn)	-9%
Cc1ccccc1-c1cnc2[nH]cc(CC(=O)NCCN(C)C)c2c1	?
CCOc1ccc(NC(=O)Cn2nc(SC)c(S(=O)(=O)c3ccccc3)c2N)cc1	16%
CCS(=O)(=O)N1CCCC(Cc2ncc(C)n2Cc2ccc(F)cc2)C1 (stereo not drawn)	1.8µM*
COc1ccc(C(C)=O)cc1CSc1nc(NCCc2ccccc2)c2ccccc2n1	11µM*
Cc1ccc(-n2nc(C(=O)Nc3ccc(Br)cc3C)c(=O)n(C)c2=O)cc1	32%[activator]
COc1ccc(OC)c(S(=O)(=O)N2C[C@@H](Oc3ccccc3)C[C@H]2C(=O)NC2CC2)c1	?
COCCN1CC(CO)C2(CCN(C(=O)CN3CCOCC3)CC2)C1 (stereo not drawn)	19%
CCN1C(=O)C2(CCN(S(=O)(=O)c3ccc(C)c(Cl)c3)CC2)c2ccccc21	i
Next compounds
SMILES	Pf Dd2 inh
CCc1cn(C[C@H](NC(=O)Cc2ccccc2)C(=O)O)c(=O)[nH]c1=O	16%[44.1 µM]
CCOC(=O)c1ccccc1NC(=O)CSc1cc(C)[nH]c(=O)n1	-1%
Cc1cc(C)c(CNC(=O)c2nc(-c3cccc(F)c3)cc3c2ccn3C)c(=O)[nH]1	?
Cc1ccc(CS(=O)(=O)Cc2ccc(C(=O)NCCc3ccc(Cl)cc3)o2)cc1	17%
Cc1[nH]c(=O)[nH]c(=O)c1C1N2CC3(C(C)C)CN1CC(C(C)C)(C2)C3=O (stereo not drawn)	4%
COC(=O)c1sccc1S(=O)(=O)N(CC(=O)NCc1ccc(C)cc1)c1ccc(Cl)cc1	i
O=C(Cc1ccccc1Cl)N1CCC[C@H]1c1nc(-c2ccccc2)no1	-17%
CCC1CN(C(=O)N2CCC(C(=O)NCc3cccs3)CC2)c2ccccc2O1 (stereo not drawn)	-21%
O=C(NC1CC1)c1cc2cccnn2n1	i
COCCNC(=O)[C@@H]1C[C@H](Oc2cccnc2)CN1C(=O)c1ccccn1	11%
CCOC(=O)C1CCCN(C(=O)c2nn(-c3ccc(C)cc3)c(=O)c3c2c2ccccc2n3C)C1 (stereo not drawn)	-11%
O[C@H]1CC[C@@H](Cc2cc(COc3ccccc3)on2)O[C@@H]1CNC1CCOCC1	?
COc1ccc(NC(=O)c2cccc(N3CCCS3(=O)=O)c2)cc1OC	i
CCc1ccc(NC(=O)CN2C(=O)CCSc3ccccc32)cc1	-2%
COc1cccc(-c2nnnn2[C@H]2CO[C@H]3[C@@H]2OC[C@@H]3NC(=O)Nc2ccc(Oc3ccccc3)cc2)c1	16%
COc1ccc(C(=O)N2CCCC(c3nn(-c4ccc(OC)cc4)c(=O)[nH]3)C2)cc1 (stereo not drawn)	?
O=C(Nc1ccc(Cl)cc1)c1nc2c(o1)CCN(Cc1ccc(F)cc1F)CC2	?
COc1ccc(CNC(=O)CCn2nc(C)c3c(C)n(-c4ccccc4)nc3c2=O)cc1OC	?
O=C(C1CC1)N1CCN(Cc2ccccc2)CC(O)C1 (stereo not drawn)	11%
Cc1cc(C)cc(OCCCn2c(CCNC(=O)C3CCCCC3)nc3ccccc32)c1	?

Reformatted with bars between the fields: part of the list above.
SMILES | Pf Dd2 inh
Cc1ccc(CS(=O)(=O)Cc2ccc(C(=O)NCCc3ccc(Cl)cc3)o2)cc1 | 17%
COc1ccc(CNC(=O)CCn2nc(C)c3c(C)n(-c4ccccc4)nc3c2=O)cc1OC | ?
COc1ccc(C(=O)N2CCCC(c3nn(-c4ccc(OC)cc4)c(=O)[nH]3)C2)cc1 (stereo not drawn) | ?
COC(=O)c1sccc1S(=O)(=O)N(CC(=O)NCc1ccc(C)cc1)c1ccc(Cl)cc1 | i

The listing continues.
SMILES	Pf Dd2 inh
COc1ccc(N(Cc2cc3cccc(C)c3[nH]c2=O)C(=O)c2cccc(Cl)c2)cc1	?
COc1ccc(OC)c(NC(=O)Cn2nc3c(cc2=O)CCCCC3)c1	-21%
O=C(CNC(=O)c1ccccc1F)OCc1cc(=O)n2ccsc2n1	57%[activator]
COC(=O)c1ccc(NC(=O)CC2C(=O)N(c3ccccc3)C(=O)N2Cc2ccco2)cc1 (stereo not drawn)	-12%
CN(C)c1ccc(C(CNS(=O)(=O)c2ccc(Cl)cc2)N2CCCC2)cc1 (stereo not drawn)	13µM*
CCOC(=O)c1c(C)oc2nc(C)nc(NCC3CCN(Cc4ccc(Cl)cc4)CC3)c12	13µM*
Cc1cc(CN(C)C2CCCc3ccccc32)no1 (stereo not drawn)	?
Cn1c(=O)c(=O)n(C)c2cc(N3CCCC3)c(NC(=O)c3ccc(C(C)(C)C)cc3)cc21	?
Cc1cccc(NC(=O)c2ccc3[nH]c(C)cc(=O)c3c2)c1	3%
CCOC(=O)c1c(C)[nH]c(C)c1S(=O)(=O)N1CCCC(C(=O)N2CCN(c3cccc(Cl)c3)CC2)C1 (stereo not drawn)	?
O=C1NC2(CN(Cc3cncs3)C2)Oc2ccccc21	-3%[44.1 µM]
Cc1ccc(CSc2ncc(Cl)c(C(=O)Nc3nc4ccc(C)cc4s3)n2)cc1	i
Cn1c2c(c3cc(F)ccc31)CN(C(=O)Nc1ccccc1)CC2	-10%

Screening data from PubChem.

Only part of the results is shown; the hit share may differ from the screen's.
